Assay outcomes: PubChem, National Center for Advancing Translational Sciences (NCATS)
Tau fluor counter: counter-screen for tau fibril formation inhibitors; Potency, µM (doses to about 57.7 µM), inactives show at the top dose activity change, negative = decrease; AID 1463; tau K18 P301L Alexa594 fluorescence, heparin fibrillization; actives 0.93% (n = 280,000); also: % is scaled to controls: 0 for no effect and ±100 for the full control effect; nearly all actives have a fitted effect of over 55% in size
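Human K18 P301L tau (15 uM unlabeled plus 0.24 uM Alexa 594-labeled, final) in 100 mM sodium acetate pH 7 was mixed with compound and 20 uM heparin and incubated 6 hr at 37 C.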
aGal spleen mod: inhibits or activates alpha-galactosidase in human spleen homogenate. actives 0.008% (n = 240,000). P06280. Potency, µM (titrated, usually from 80 µM), for inactives: at the top dose activity change, negative = inhibition, most hits filed as inhibitors. human spleen homogenate, 4MU-alpha-Gal fluorescence, 40 min;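 also: 0% = enzyme with vehicle and -100% = no enzyme basal signal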
Target sequence (P06280 32-429 limits assumed): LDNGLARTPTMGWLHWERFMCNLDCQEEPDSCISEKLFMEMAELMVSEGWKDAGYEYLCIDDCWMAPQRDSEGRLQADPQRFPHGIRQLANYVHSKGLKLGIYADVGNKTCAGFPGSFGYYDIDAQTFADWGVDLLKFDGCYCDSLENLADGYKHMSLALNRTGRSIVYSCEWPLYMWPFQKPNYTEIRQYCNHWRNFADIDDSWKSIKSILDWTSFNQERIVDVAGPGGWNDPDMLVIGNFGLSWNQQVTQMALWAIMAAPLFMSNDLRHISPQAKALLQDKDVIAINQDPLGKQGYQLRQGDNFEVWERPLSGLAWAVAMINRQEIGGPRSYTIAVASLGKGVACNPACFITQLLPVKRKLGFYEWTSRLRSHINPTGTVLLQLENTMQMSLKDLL
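Spleen homogenate 1 ug + cpd (titration) + 4-MU-alpha-D-galactopyranoside 1 mM; 37C 40 min; 50 mM citrate/phosphate pH 5.0, 0.01% Tween-20; stop pH 10; fluorescence 365/440; AC50 via Hill.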
HTT ATP protect: Huntington cell model cytoprotection by ATP luminescence; PC12 HTT-Q103 induced, cytoprotection, ATP luminescence, 40 h; Potency, µM (titrated, usually from 56.4 µM), for inactives: cytoprotection (ATP increase), most hits filed as activators; actives 0.14% (n = 230,000); AID 1471;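 also: % of control where 0% means no effect; nearly all actives have a fitted effect of over 45% in size; toxic huntingtin expression switched on by the ecdysone agonist tebufenozide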
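Compounds were screened for protection of PC12 cells against cell death after tebufenozide induction (100 nM final) of mutant Huntingtin exon 1 (Q103) fused to GFP.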
GAA inhib: alpha-glucosidase (human) inhibition | P10253 | purified human GAA, 4-MU-alpha-glucoside fluorescence | Potency, µM (doses to about 76.9 µM), inactives show at the top dose activity change, negative = inhibition, usual class: inhibitors | actives 0.005% (n = 200,000);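 also: plate controls were uninhibited enzyme wells for no effect and no-enzyme background for full effect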
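Compounds are titrated up to 77 uM against 4 nM human enzyme. Substrate 4-methylumbelliferyl-alpha-D-pyranoside (400 uM) reacts 20 min at room temperature in pH 5.0 buffer; liberated 4-methylumbelliferone is read at 440 nm.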
GAA glycogen mod: GAA glycogen-cleavage inhibition or activation; P10253; AID 2100; actives 0.38% (n = 300,000); recombinant GAA, glycogen substrate, Amplex Red glucose oxidase fluorescence; Potency, µM (top dose mostly 76.4 µM), for inactives: top-dose activity change, negative = inhibition, usual class: inhibitors;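 also: 0% = full enzyme reaction and -100% = no-enzyme basal signal; the screen sought inhibitors and activators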
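Recombinant human alpha-glucosidase (4 nM final) hydrolysed bovine liver glycogen (30 ug) for 40 min at 37 C in pH 5.0 citrate/phosphate with 0.01% Tween-20. Released glucose detected by glucose oxidase/Amplex Red, Ex 573/Em 610 nm. Compounds up to 77 uM; AC50 from Hill fits.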
GAA spleen mod: inhibits or activates alpha-glucosidase in human spleen homogenate. P10253. human spleen homogenate, 4-MU-alpha-glucoside fluorescence. Potency, µM (titrated, usually from 79.9 µM), for inactives: top-dose activity change, negative = inhibition, most hits filed as inhibitors. actives 0.006% (n = 240,000);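 also: 0% = enzyme with vehicle and -100% = no enzyme basal signal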
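AC50 values come from Hill-equation fits of concentration-response data, normalized to no-enzyme and full-activity controls. Enzyme source: 1 ug human spleen homogenate; 1 mM fluorogenic 4-MU glucoside, pH 5.0 citrate buffer, 37 C, 40 min.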
Tau FP inhib: tau fibrillization inhibition (FP); K18 P301L tau heparin fibrillization, Alexa594 FP, 6 h; Potency, µM (top dose mostly 57.7 µM), for inactives: at the top dose activity, negative = inhibition, usual class: inhibitors; actives 0.39% (n = 280,000); AID 1468; also: % is scaled to controls: 0 for no effect and ±100 for the full control effect; nearly all actives have a fitted effect of over 55% in size
Target sequence (P10636 561-689 P618L limits assumed): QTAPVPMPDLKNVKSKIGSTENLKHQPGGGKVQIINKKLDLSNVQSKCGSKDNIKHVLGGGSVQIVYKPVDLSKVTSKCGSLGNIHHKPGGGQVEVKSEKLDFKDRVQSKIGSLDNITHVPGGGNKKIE
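Compound effects on tau fibrillization are measured by Alexa 594 fluorescence polarization (ex 555, em 632 nm). K18 P301L tau is used at 15 uM with 0.24 uM labeled tracer, and 20 uM heparin induces aggregation over 6 hr at 37 C.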
Tau fibril ThT: tau fibrillization inhibition (ThT binding). recombinant tau K18 P301L (four-repeat tau fragment), heparin-induced fibrillization, ThT fluorescence. Potency, µM (highest dose often 57.4 µM), for the others: top-dose activity, negative = inhibition, most hits filed as inhibitors. actives 2.1% (n = 270,000). P10636; also: % is scaled to controls: 0 for no effect and ±100 for the full control effect; nearly all actives have a fitted effect of over 55% in size
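K18 P301L tau (15 uM + 0.24 uM Alexa 594-tagged), heparin 20 uM, NaOAc pH 7, 6 h 37 C; ThT 30 uM, 1 h RT, ex 450/em 510 nm.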
The depositor's hits bear a star; ? = inconclusive; nt = no result given; [ ] = dose if it differs, or a comment. Calls follow the shape of the dose curve; as a rule, active = well fitted curve in the direction sought with a large enough effect; inconclusive = small, poorly fitted or top-dose-only effect, or another doubt; inactive = no such curve, though single readings can be large; an effect the other way counts as inactive or inconclusive. Potency is read from the fitted curve at half-maximal effect.

A first look:
1: CC(C)Oc1ccc(-c2nc3c(C#N)c[nH]n3c2NC2CCCCC2)cc1
2: CCN1C(=O)CC(N2CCN(c3ccc(C(=O)c4ccncc4)cc3)CC2)C1=O (stereo not drawn)
3: COc1ccc(CC(=O)Nc2ccc(-c3cn4ccccc4n3)cc2)cc1OC
4: O=C(CCc1nnc(CCCc2ccccc2)o1)NCCCC1CCCC1
5: Cc1ccc(N=Cc2c(O)ccc3ccccc23)cc1F

assay / entry | 1 | 2 | 3 | 4 | 5
Tau fluor counter | -5% | -4% | -7% | -8% | -29%
aGal spleen mod | nt | -28% | 0% | -15% | 6%
HTT ATP protect | nt | -7% | -18% | 20%[10 µM] | nt
GAA inhib | nt | -8% | -3% | ? | -2%
GAA glycogen mod | 14%[76.3 µM] | 0% | 3% | -16% | 0%
GAA spleen mod | nt | -17% | 4% | 7% | -3%
Tau FP inhib | ? | 1% | -5% | -1% | ?
Tau fibril ThT | -9% | -13% | 3% | -14% | ?

The list itself (from the top)
1: CC(C)Oc1ccc(-c2nc3c(C#N)c[nH]n3c2NC2CCCCC2)cc1
2: CCN1C(=O)CC(N2CCN(c3ccc(C(=O)c4ccncc4)cc3)CC2)C1=O (stereo not drawn)
3: COc1ccc(CC(=O)Nc2ccc(-c3cn4ccccc4n3)cc2)cc1OC
4: O=C(CCc1nnc(CCCc2ccccc2)o1)NCCCC1CCCC1
5: Cc1ccc(N=Cc2c(O)ccc3ccccc23)cc1F
6: O=C(O)c1ccccc1-c1ccc(/C=C/c2cc(C(F)(F)F)[nH]c(=O)n2)o1
7: CCCCn1c(=O)nc2n(-c3ccc(C)cc3)c3ccccc3cc-2c1=O
8: O=C(COc1ccc2ccccc2c1)Nc1cccc2cccnc12

assay / entry | 1 | 2 | 3 | 4 | 5 | 6 | 7 | 8
Tau fluor counter | -5% | -4% | -7% | -8% | -29% | 11% | 6% | ?
aGal spleen mod | nt | -28% | 0% | -15% | 6% | 0% | 3% | 2%
HTT ATP protect | nt | -7% | -18% | 20%[10 µM] | nt | -23% | 15%[10 µM] | 1%
GAA inhib | nt | -8% | -3% | ? | -2% | -4% | 15% | -6%
GAA glycogen mod | 14%[76.3 µM] | 0% | 3% | -16% | 0% | 0% | 2% | 3%
GAA spleen mod | nt | -17% | 4% | 7% | -3% | -6% | -6% | -4%
Tau FP inhib | ? | 1% | -5% | -1% | ? | 1% | 5% | -14%
Tau fibril ThT | -9% | -13% | 3% | -14% | ? | 11% | -4% | ?

9: CCOC(=O)C1=C(C)N=C2SC(C)C(=O)N2C1c1ccc(OCC)c(OCC)c1 (stereo not drawn)
10: O=C(/C=C/NNC(=O)c1cccc(Br)c1)c1ccccc1
11: CN(C(=O)c1ccccn1)C1(C(=O)NC2CCCCC2)CCCCC1
12: CC(C)CNC(=O)CC(c1ccccc1)c1ccccc1
13: C/C(Cc1ccccc1)=N\NC(=O)CNC(=O)Cc1ccc(Cl)cc1
14: Cc1cc(C)nc(NC(=NCCc2c[nH]c3ccc(Cl)cc23)NC(=O)c2ccccc2C)n1
15: COc1ccc(CCNC(=O)C2CCN(Cc3nc(-c4ccc(OC)c(OC)c4)oc3C)CC2)cc1OC
16: CCc1ccc(C2C(C#N)=C(N)N(N(C)C)C3=C2C(=O)CCC3)s1 (stereo not drawn)

assay / entry | 9 | 10 | 11 | 12 | 13 | 14 | 15 | 16
Tau fluor counter | -9% | -22% | 3% | -7% | -7% | ? | -14% | -11%
aGal spleen mod | 9% | -2% | 3% | -5% | 0% | nt | nt | -13%
HTT ATP protect | 5%[10 µM] | -61%[inhibitor] | 14% | -21% | 3%[10 µM] | nt | nt | nt
GAA inhib | 1% | -5% | -1% | -6% | nt | nt | nt | 0%
GAA glycogen mod | -3% | -15% | 4% | 26% | 2% | -7%[76.3 µM] | 17%[76.3 µM] | 0%
GAA spleen mod | 4% | 1% | -2% | -2% | 0% | nt | nt | -2%
Tau FP inhib | -6% | -6% | 7% | -8% | -10% | ? | 0% | 0%
Tau fibril ThT | -5% | ? | -12% | 3% | -4% | -1% | -13% | -16%

17: N#C/C(=C(/O)CSc1ncn[nH]1)c1nc2ccccc2[nH]1
18: Cc1cc(C(F)(F)F)n2nc(C)c(-c3ccc(Cl)cc3)c2n1
19: CCNc1nc(NC(C)C)nc(N2CC(=O)N(CC(=O)OCC)C2=N)n1
20: O=C(NCc1ccc2c(c1)OCO2)C1CC(=O)N(C2CCCCCC2)C1 (stereo not drawn)
21: CC(c1ccccc1)C1NC(C(=O)O)CS1 (stereo not drawn)
22: Cc1cc(Br)ccc1NC(=O)CN1C(=O)C2C3CC(c4ccccc4)C(C3)C2C1=O (stereo not drawn)
23: O=C(O)C1C2C=CC(C2)C1C(=O)NCc1ccoc1 (stereo not drawn)
24: CC1Cc2ccccc2N1S(=O)(=O)c1cccc(C(=O)NCCCO)c1 (stereo not drawn)

assay / entry | 17 | 18 | 19 | 20 | 21 | 22 | 23 | 24
Tau fluor counter | -17% | 8% | -3% | 4% | 0% | ? | -10% | -6%
aGal spleen mod | -9% | -12% | 8% | -4% | 5% | -4% | -2% | -1%
HTT ATP protect | -18% | 22%[10 µM] | nt | -13%[0.074 µM] | 0%[10 µM] | -9% | -10%[10 µM] | -3%
GAA inhib | ? | -5% | 0% | -4% | 1% | -7% | 6% | -2%
GAA glycogen mod | -9% | 13% | 2% | 0% | 6% | -9% | 5% | -15%
GAA spleen mod | -3% | -2% | 5% | -8% | 11% | -16% | 0% | -4%
Tau FP inhib | -1% | 6% | 5% | -1% | -6% | -12% | -1% | -6%
Tau fibril ThT | ? | 7% | 1% | -2% | 2% | -9% | -14% | -3%

25: CCN(CC)c1ccc(/C=N/NC(=O)c2cnccn2)cc1
26: C=CCN1C(=O)C(O)(CC(=O)c2ccco2)c2cc(Br)ccc21 (stereo not drawn)
27: CCC1CN(C(=O)N2CCC(C(=O)NCc3ccc(C)o3)CC2)c2ccccc2O1 (stereo not drawn)
28: CC1CCN(C(=O)CN(C)S(=O)(=O)c2cccc3nsnc23)CC1
29: Cc1ccc2nc(-c3ccc(SCC(=O)Nc4cc(C)on4)nc3)[nH]c2c1
30: CC1(C)CC2CC(C)(CN2C(=O)c2ccc([N+](=O)[O-])cc2)C1 (stereo not drawn)
31: CC1CCc2nc3sc4c(c3c(N)c2C1)CCCC4 (stereo not drawn)
32: CCOc1ccc(C(=O)Nc2ccc(NC(=S)NC(=O)CC)cc2)cc1Cl

assay / entry | 25 | 26 | 27 | 28 | 29 | 30 | 31 | 32
Tau fluor counter | -17% | -4% | -23% | 2% | ? | -12% | -3% | -10%
aGal spleen mod | -23% | -2% | nt | 1% | -5% | -7% | -3% | 4%
HTT ATP protect | -152%[inhibitor] | -123%[inhibitor] | nt | 11% | -43%[inhibitor] | 1%[10 µM] | 31%[0.074 µM] | 14%[10 µM]
GAA inhib | -6% | ? | nt | ? | 4% | 11% | 0% | 2%
GAA glycogen mod | ? | 3% | -12%[76.3 µM] | 6% | 3% | 2% | 10% | 9%
GAA spleen mod | -7% | 0% | nt | -5% | 3% | -1% | 3% | 1%
Tau FP inhib | -4% | -7% | -5% | -5% | ? | 6% | 2% | -2%
Tau fibril ThT | 14µM* | -10% | 12% | -5% | -1% | -14% | ? | ?

33: Cn1c(NCCN2CCOCC2)nc2c1c(=O)n(Cc1cccc(Cl)c1)c(=O)n2C
34: Nn1c(SCC(=O)NCc2ccc3c(c2)OCO3)nnc1C1CC1
35: O=C(N/N=C\c1ccc(F)cc1)c1cc(OCC(F)(F)F)ccc1OCC(F)(F)F
36: COc1cc(C(=O)N2CCN=C2c2ccccc2)cc(OC)c1OC
37: O=C(/C=C/c1ccco1)N1CCC(Cc2ccccc2)CC1
38: Cn1c(C(=O)NCCN2CCOCC2)cc2sccc21
39: CN(C)CCCNCCNC(=O)/C=N\O
40: O=C1COc2ccc(C(=O)/C=C/c3ccccc3)cc2N1

assay / entry | 33 | 34 | 35 | 36 | 37 | 38 | 39 | 40
Tau fluor counter | -24% | -7% | -10% | 6% | -5% | 0% | 0% | 3%
aGal spleen mod | -8% | -6% | 10% | -3% | 2% | -3% | 10% | 6%
HTT ATP protect | 4%[0.074 µM] | -5% | -14% | 1% | 11%[10 µM] | -21% | -24% | nt
GAA inhib | 0% | -4% | 1% | -1% | -15% | 0% | -5% | -4%
GAA glycogen mod | 2% | 3% | 2% | 0% | 9% | -1% | -3% | 7%
GAA spleen mod | 2% | -19% | 1% | -4% | 3% | -3% | 3% | -2%
Tau FP inhib | 9% | -6% | 2% | -1% | -3% | 4% | 2% | 3%
Tau fibril ThT | -9% | -12% | 4% | 11% | ? | -4% | 0% | 4%

41: Cc1ccc(S(=O)(=O)N2CCc3nc(COc4ccccc4)c4c(c3C2)CO[C@@H](C)C4)cc1
42: N#C/C(=C\c1ccccc1)c1nc2ncccc2[nH]1
43: COc1cc(/C=C(\NC(=O)c2ccccc2)C(=O)NCC(=O)O)c([N+](=O)[O-])cc1OC
44: CCOc1ccc2nc(NC(=O)CSc3nnnn3C3CCCCC3)sc2c1
45: CC(NC(=O)c1ccc(F)cc1)c1ccc(F)cc1 (stereo not drawn)
46: Cc1ccc(CN(C(=O)c2ccc([N+](=O)[O-])cc2)c2ccccn2)cc1
47: O=C(NC1(C(F)(F)F)N=C(c2ccccc2)NC1=O)c1ccc(Cl)cc1Cl (stereo not drawn)
48: COCC(C)n1c(C)cc(C(=O)COc2ccc(S(=O)(=O)N3CCOCC3)cc2Cl)c1C (stereo not drawn)

assay / entry | 41 | 42 | 43 | 44 | 45 | 46 | 47 | 48
Tau fluor counter | -15%[11.6 µM] | -12% | -6% | ? | -6% | -14% | -7% | -7%
aGal spleen mod | -2%[17.5 µM] | 0% | 2% | -3% | 9% | nt | 4% | 2%
HTT ATP protect | -13%[10 µM] | -16% | nt | -24% | nt | nt | 24% | -14%
GAA inhib | nt | 0% | 3% | -3% | 14% | nt | -1% | -12%
GAA glycogen mod | nt | 5% | 4% | -3% | -7% | 0%[76.3 µM] | -16% | 5%
GAA spleen mod | 6%[17.4 µM] | -3% | -2% | -1% | 5% | nt | 1% | -8%
Tau FP inhib | -2%[11.6 µM] | -1% | -2% | -3% | -9% | 12% | -6% | 6%
Tau fibril ThT | -13%[11.5 µM] | ? | 0% | -9% | -5% | -2% | -6% | -6%
